# Screening data deposited in PubChem by The Scripps Research Institute Molecular Screening Center.
# OXTR potentiator: human OXTR potentiators, primary screen, fluorescence, CHO-OTR cells, Fluo-8 calcium | Fluo-8 calcium fluorescence, potentiator mode; 0% = oxytocin EC15, 100% = EC100 | Oxytocin receptor (Homo sapiens), P30559 | AID 2445, 2010 | activation, % at 3 µM | 320,000 compounds, 0.061% hits;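 active means activation above that plate's cutoff, the mean activation of tested compounds plus 3 SD, cut at about 6.6% in these data, passing the limit was not always enough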;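 further: 100% uses oxytocin at 75 nM as the full agonist control; some results filed as inactive read as strong as hits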
# Target sequence (P30559 whole entry, looked up): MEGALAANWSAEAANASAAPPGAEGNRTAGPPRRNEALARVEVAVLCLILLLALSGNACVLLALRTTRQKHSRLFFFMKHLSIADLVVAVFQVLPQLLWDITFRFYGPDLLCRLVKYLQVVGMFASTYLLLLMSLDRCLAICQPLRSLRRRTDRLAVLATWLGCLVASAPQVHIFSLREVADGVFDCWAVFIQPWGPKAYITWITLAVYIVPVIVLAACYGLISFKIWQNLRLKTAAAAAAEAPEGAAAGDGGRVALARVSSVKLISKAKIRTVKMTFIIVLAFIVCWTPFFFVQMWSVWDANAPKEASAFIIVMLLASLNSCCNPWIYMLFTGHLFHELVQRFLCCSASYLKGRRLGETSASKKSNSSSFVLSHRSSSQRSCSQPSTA
#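 Material: human OTR in CHO cells. Compound: 3.0 µM, one dose. Timing: compound 6 min at room temperature before oxytocin, 100 s read. Evaluation: % activation of max/min ratio relative to oxytocin controls. Replication: single well per compound, singlicate. Signal: Fluo-8 calcium dye fluorescence.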
# M4 ag: human M4 muscarinic receptor agonists, primary screen, CHO-K1 cells, Fluo-8 calcium fluorescence; Muscarinic acetylcholine receptor M4 (Homo sapiens), P08173; CHO-K1 hM4/Gqi5; vehicle 0%, full acetylcholine response 100%; activation, % at 3 µM; 360,000 compounds, 0.14% hits; AID 624127, 2012;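 active means activation above the run mean over all test wells plus 3 SD, cut at about 32% in these data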;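 further: peak over basal fluorescence ratio per well then scaled between controls; 0% = DMSO wells and 100% = acetylcholine at EC100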
# Target sequence (P08173 whole entry, looked up): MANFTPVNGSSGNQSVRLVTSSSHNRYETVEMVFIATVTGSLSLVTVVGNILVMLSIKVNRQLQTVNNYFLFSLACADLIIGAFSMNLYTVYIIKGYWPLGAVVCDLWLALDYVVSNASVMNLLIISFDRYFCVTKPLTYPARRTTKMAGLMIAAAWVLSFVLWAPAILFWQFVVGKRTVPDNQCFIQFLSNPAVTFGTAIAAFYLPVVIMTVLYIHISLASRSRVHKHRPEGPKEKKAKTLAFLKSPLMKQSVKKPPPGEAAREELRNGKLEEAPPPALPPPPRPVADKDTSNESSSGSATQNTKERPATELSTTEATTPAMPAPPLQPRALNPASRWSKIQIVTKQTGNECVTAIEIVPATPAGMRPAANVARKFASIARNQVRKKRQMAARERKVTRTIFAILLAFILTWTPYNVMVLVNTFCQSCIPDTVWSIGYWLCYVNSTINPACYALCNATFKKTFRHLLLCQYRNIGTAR
# M1 antag: human M1 muscarinic receptor antagonists, primary screen, CHO-K1 cells, Fluo-8 calcium fluorescence, 1536-well; Muscarinic acetylcholine receptor M1 (Homo sapiens), P11229; CHO-K1 hM1, ACh EC80 antagonist; inhibition, % at 3 µM; 360,000 compounds, 1.3% hits;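 active means percent inhibition above its own plate's cutoff, namely the mean of that plate's compound wells plus 3 SD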;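 further: peak over basal fluorescence ratio during 140 s after agonist addition; 0% = ACh EC80 plus DMSO and 100% = DMSO alone without agonist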
# CHRM1 agonist: human M1 muscarinic receptor agonists, primary screen, Fluo-8 calcium fluorescence, CHO-K1 cells, HTS | CHO-K1 hM1, agonist mode; 0% DMSO, 100% acetylcholine EC100 | activation, % at 3 µM | 360,000 compounds, 0.33% hits;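 active means activation above the run's mean compound activation plus 3 SD, cut at about 16% in these data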;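 further: peak over basal fluorescence ratio within a 140 s kinetic read after compound addition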
# M1 PAM: human M1 muscarinic receptor positive allosteric modulators, primary screen, CHO-K1 cells, Fluo-8 calcium fluorescence, 1536-well. CHO-K1 hM1, ACh EC20; 0% = ACh EC20, 100% = maximal ACh. activation, % at 3 µM. 360,000 compounds, 0.088% hits; in the data active means activation above about 19%, passing the limit was not always enough
# CHRM4 antagonist: human M4 muscarinic receptor antagonists, primary screen, CHO cells, Fluo-8 calcium fluorescence; Muscarinic acetylcholine receptor M4 (Homo sapiens), P08173; CHO-hM4 cells, ACh EC80; inhibition, % at 3 µM; 360,000 compounds, 0.73% hits; AID 624125, 2012;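 active means inhibition above its plate's cutoff, the mean inhibition of sample wells plus 3 SD, cut at about 27% in these data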;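 further: 0% = acetylcholine EC80 with DMSO and 100% = DMSO without agonist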
# CHO parental Ca: ATP-evoked calcium signal inhibitors, parental CHO, primary screen, counter-screen for OX1R antagonist project, cell-based, fluorescence, Fluo-8 calcium dye; parental CHO-K1, ATP-induced calcium, Fluo-8 fluorescence; inhibition, % at 5.6 µM; 330,000 compounds, 0.63% hits; AID 463079, 2010;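 active means inhibition above that plate's mean sample inhibition plus 3 SD, cut at about 26% in these data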;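 further: 0% = ATP-challenged DMSO wells and 100% = DMSO wells without ATP; some compounds past the cut are filed as inactive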
#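 material = parental CHO cells | also added = ATP as calcium-mobilizing challenge | dosing = single point at 5.6 µM | detection = intracellular calcium via Fluo-8 no-wash fluorescent dye | read-out = % inhibition | benchmarks = low control ATP plus DMSO, high control DMSO only | repeats = one well per compound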
# CHO-K1 Ca ag: counter-screen for M1 agonists: effect in parental CHO-K1 cells. Fluo-8 calcium fluorescence; scaled to maximal ATP response, vehicle zero. activation, % at 3 µM. 360,000 compounds, 0.48% hits; in the data active means activation above about 15%;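 further: untransfected CHO-K1 host cells lacking M1 receptor as counterscreen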
# CHO-K1 Ca antag: nonselective inhibitor or artifact in parental CHO-K1 cells; 360,000 compounds, 0.6% hits; ATP-induced calcium, Fluo-8 fluorescence; inhibition, % at 3 µM;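 active means inhibition above a per-plate cutoff, the plate's mean sample inhibition plus 3 SD, cut at about 24% in these data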;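 further: 0% = DMSO plus EC80 ATP and 100% = DMSO alone without ATP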
# The depositor's hits bear a star; x = not tested or not shown. The order is random; about 2.9% have a hit in one of these screens.
mol	OXTR potentiator	M4 ag	M1 antag	CHRM1 agonist	M1 PAM	CHRM4 antagonist	CHO parental Ca	CHO-K1 Ca ag	CHO-K1 Ca antag
COC(=O)c1[nH]c2ccc(C)cc2c1NC(=O)CN1CCN(Cc2ccccc2)CC1	-7	4	8	-5	-14	5	-23	1.4	-2
CC(C)c1ccc(N(C(=O)c2csnn2)C(C(=O)NC(C)(C)C)c2ccncc2)cc1 (stereo not drawn)	-1	0	21	-7	-16	0	-23	0.4	-16
COCc1n[nH]c(=S)n1-c1cccc2ccccc12	0	0	-4	-4	6	9	0	1.4	-1
CC(=O)CCc1oc2ccc(C)cc2c1-c1ccccc1	1	-2	-14	-4	2	-14	-21	0.3	-4
COc1cccc(S(=O)(=O)N2CCN(C(=O)c3ccco3)CC2)c1	-7	1	-4	-3	6	-3	10	1.8	-10
COc1cccc(CN(C)C[C@H]2OCc3cnnn3CCCC(=O)N([C@H](C)CO)C[C@@H]2C)c1	x	1	-16	-1	12	-9	x	0.4	5
O=C(COC(=O)/C=C/c1cccc(F)c1)Nc1ncccn1	-2	1	-14	-3	24*	3	-8	1.1	-17
C=CCn1c(C)nnc1SCC(=O)Nc1cc(S(=O)(=O)N2CCCC2)ccc1Cl	x	0	2	-6	-3	7	x	1.0	4
O=CN(Cc1nc2ccccc2[nH]1)c1ccc(C(=O)O)cc1	x	0	8	-1	-1	-1	x	0.8	-10
NCCCC[C@H]1CN=C(N)N1CC1CCCCC1	6	2	-9	-14	1	-3	-7	0.5	-15
Cc1nc2cc(C(=O)OCC(=O)N(CC(C)C)C3CCS(=O)(=O)C3)ccc2n1-c1ccccc1 (stereo not drawn)	1	2	-18	-3	10	-7	-14	0.9	-11
COc1ccc(COC(=O)C2CCN(C(=O)c3ccc(Cl)cc3)CC2)cc1F	-10	9	8	-1	-9	-21	-24	6.7	-15
CC(C)CCOC(=O)C1[C@H]2C(=O)N(Cc3cccs3)C[C@]23C=C[C@H]1O3 (stereo partly drawn)	-11	1	-2	-2	2	-3	-12	-0.1	-6
COc1ccccc1/C=C1/C(=O)ON=C1C	-11	0	-8	-2	6	-5	-1	1.7	-15
CCC(=NOCc1ccccc1)C(=O)NNS(=O)(=O)c1ccc(C)cc1	x	0	-22	-3	11	-1	x	-0.6	4

# 2 records drawn at random from those above:
mol	OXTR potentiator	M4 ag	M1 antag	CHRM1 agonist	M1 PAM	CHRM4 antagonist	CHO parental Ca	CHO-K1 Ca ag	CHO-K1 Ca antag
O=CN(Cc1nc2ccccc2[nH]1)c1ccc(C(=O)O)cc1	x	0	8	-1	-1	-1	x	0.8	-10
NCCCC[C@H]1CN=C(N)N1CC1CCCCC1	6	2	-9	-14	1	-3	-7	0.5	-15

# New compounds follow:
mol	OXTR potentiator	M4 ag	M1 antag	CHRM1 agonist	M1 PAM	CHRM4 antagonist	CHO parental Ca	CHO-K1 Ca ag	CHO-K1 Ca antag
COCCN1C(=O)COc2ccccc2C1C(=O)NC1CCCCC1 (stereo not drawn)	x	0	x	x	x	8	x	0.0	3
COc1cc2c(cc1OC)C(c1ccc(SC)cc1)CC(=O)N2 (stereo not drawn)	-4	5	-9	-5	6	6	-3	1.1	-5
Cc1ccc(CNc2ccc(N3CCN(C)CC3=O)cc2)cc1	2	-1	-1	0	7	-10	-6	-0.2	3
CC1CCC(=NNc2ccc(C(F)(F)F)cc2[N+](=O)[O-])CC1 (stereo not drawn)	3	1	-10	-3	9	-11	-27	0.5	-10
O=C(CSCc1ccc(Cl)cc1)Nc1ccc2c(c1)OCCO2	-6	0	-1	-4	1	-3	-9	0.0	1
O=C(NC1CC(=O)N(c2cccc(F)c2)C1)N1CCN(C(=O)c2ccco2)CC1 (stereo not drawn)	2	1	-28	2	11	-23	-10	0.8	-15
COC(=O)c1ccc(CNC(=O)CSc2nc3sc(C)c(C)c3c(=O)n2C)o1	-5	5	-5	-8	-1	-3	-8	3.0	-18
COc1ccc(C2=NN(CN3C(=O)C(=O)c4ccccc43)C(c3ccc(C)cc3)C2)cc1 (stereo not drawn)	3	0	-1	-2	3	-9	-10	0.1	4
COc1ccc(/C(O)=C2/C(=O)C(=O)N(c3ncccn3)C2c2ccc(OC)cc2)cc1 (stereo not drawn)	-3	0	-11	0	11	7	-1	0.2	8
CCOCc1nnc(NC(=O)C2c3ccccc3Oc3ccccc32)s1	-11	20	12	6	-13	-1	6	20*	7
COc1cccc(N(CC(=O)N2CCN(Cc3ccccc3)CC2)S(C)(=O)=O)c1	x	0	0	-1	0	-5	x	0.4	4
CC1=C(OC(=O)C(C)(C)C)C(C)(C)C(c2ccccc2)OC1=O (stereo not drawn)	-2	2	4	-8	-8	0	-16	2.0	0
O=C(CCCc1nc(-c2ccc(Cl)cc2)no1)Nc1cccnc1	-8	13	9	1	-1	-10	14	5.6	-1
O=C(Nc1ccc(F)cc1Cl)C1=COCCO1	3	1	-11	10	22	-20	-3	-0.2	0
COC(=O)c1ccccc1NC(=O)CSc1nncn1-c1cccnc1	-5	0	-9	-2	12	-5	0	0.1	13
O=C(NNC(=O)c1ccc2ccccc2c1O)c1cccs1	4	1	-14	0	8	-2	-8	1.4	-6
CC(C)C(=O)N1CCN(c2ccc([N+](=O)[O-])c(NC(C)c3ccccc3)c2)CC1 (stereo not drawn)	-11	-2	-8	-5	5	0	-6	0.5	-7
COc1ccc(S(=O)(=O)Nc2ccc(O)c(Sc3nc4ccccc4s3)c2)cc1	-12	4	-2	-2	2	6	-12	1.6	6
CCCCOc1ccc(C(=O)NN2CCN(C)CC2)cc1	-11	2	44*	-11	-24	1	-5	1.6	-11
CC1(C(=O)Nc2cnc3ccccc3c2)CCN1CCc1ccccc1 (stereo not drawn)	x	13	11	-4	-11	-2	x	2.6	15
Oc1ccc(C2=NNC(=NCc3ccc4c(c3)OCO4)SC2)c(O)c1	-9	2	-1	-1	8	7	9	2.0	-11
CCCN(CC(=O)Nc1ccccc1C)C(=O)c1ccc(=O)n(Cc2ccccc2)n1	-1	2	-1	-3	0	-20	-27	-0.2	5
COc1cccc(C(CCc2cc(OC)c(OC)c(OC)c2)NC(C)=O)c1 (stereo not drawn)	x	1	-16	1	6	9	x	0.4	-18
COc1ccccc1OCCCCN1CCN(C(c2ccccc2)c2ccccc2)CC1	-6	1	86*	-7	-20	63*	-22	2.5	-5
C[C@]12CC[C@H](O)CC1=CCC1C2CC[C@@]2(C)C1CC[C@@H]2NCc1ccccc1 (stereo partly drawn)	x	7	19	-4	-19	9	x	4.3	8
Cc1ccsc1/C=N/NC(=S)NCCc1ccccc1	-9	1	2	-5	2	3	-24	0.2	-11
Cc1cc(SCC(=O)N(C)c2c(N)n(Cc3ccccc3)c(=O)[nH]c2=O)nc2ccccc12	1	0	-11	-12	12	-20	-14	-0.1	-15
COc1ccc(C(=O)NNC(=S)NC(=O)c2ccco2)cc1	-12	5	-6	7	2	-5	3	6.9	-4
O=[N+]([O-])c1cc(-c2nc(-c3ccncc3)no2)cc([N+](=O)[O-])c1	-5	1	0	-4	-2	-1	0	-0.1	3
CC1(C(=O)O)CCC2(C)CCC3(C)C(=CC(=O)C4C5(C)CCC(=O)C(C)(C)C5CCC43C)C2C1 (stereo not drawn)	x	0	-10	-2	4	-5	x	0.1	-4
Cc1ccc(/C=N/NC(=O)c2cc3c(s2)CCCC3)o1	-4	-1	1	-5	3	-3	-21	-0.5	2
CN(C)S(=O)(=O)c1cc(NC(=O)c2ccc(-n3ccnc3)c([N+](=O)[O-])c2)ccc1Cl	-7	17	26*	-8	-18	-1	-8	4.6	21
CN(C(=O)COc1ncnc2c1cnn2-c1ccccc1)C1CCCCC1	-8	2	-10	-4	10	-3	-11	1.8	-5
Cc1ccc(CS(=O)(=O)CC(C)(O)c2ccccc2)cc1 (stereo not drawn)	-9	0	8	-7	-1	-10	-3	-0.2	-16
S=c1[nH]nc(-c2ccc(Br)cc2)n1Cc1ccco1	-14	2	7	-4	-19	-5	-12	2.7	-15
CCN1CCN(CCNC(=O)c2ccc(CS(=O)(=O)c3c(Cl)cccc3Cl)o2)CC1	1	1	4	-12	-4	-5	-10	1.0	2
Cc1ccc2nc(N3CC(C)OC(C)C3)nc(-c3ccccc3)c2c1 (stereo not drawn)	-12	0	-8	-2	8	-4	-24	-0.3	-16
CC(C)CNC(=O)COc1ncnc2ccccc12	-5	1	-27	-1	17	-4	-12	0.0	-22
O=c1[nH]cnc2c1sc1nc(-c3ccccc3)c3c(c12)CCCC3	-12	0	-10	-7	11	-4	-9	0.5	-3
Cn1ncc(C#N)c1/N=C/N1CCCCCC1	3	1	7	-6	0	3	-4	0.7	-6
Cc1cc2nc(/C=C/c3cccnc3)[nH]c2cc1C	x	0	-13	-6	8	5	x	-0.3	0
CCN(c1ccccc1)S(=O)(=O)c1ccc2c(c1)CC(C)N2C(=O)C1CC1 (stereo not drawn)	-12	16	2	-5	-6	8	-7	12	-25
O=C(CN1C(=O)NC2(CCCCCCC2)C1=O)Nc1ccc(OC(F)F)cc1	-4	1	-21	-5	8	-5	-18	-0.8	-18
COc1ccc(/C=N\NC(=O)C2CCCC2)cc1Br	-7	1	-7	-3	5	-1	-16	-0.3	9
NC(=O)COC(=O)CC1CC2CCC1C2 (stereo not drawn)	2	1	-3	-6	4	2	-2	0.3	-12
COc1cc2[nH]c(=O)n(Cc3ccccc3Cl)c(=O)c2cc1OC	-7	1	1	0	7	2	-13	0.5	-5
Cc1ccc2c(CN(C)Cc3ccccc3)cc(=O)oc2c1	x	-1	-3	-6	-3	-21	x	1.7	-7
Cc1nn(S(=O)(=O)c2ccc(Cl)cc2)c(C)c1S(=O)(=O)N1CCOCC1	-5	1	-8	-2	5	-4	2	0.5	-18
COc1ccc(/C=C2\SC(=O)NC2=S)cc1OC	-13	33*	15	7	-9	20	24	21*	11
CC(=O)Nc1cccc(OCCCOc2ccc([N+](=O)[O-])cc2)c1	-25	2	-4	-1	0	5	29	4.1	-10
O=C(Nc1cccc(C(=O)N2CCOCC2)c1)c1ncn[nH]1	0	0	4	-4	1	-3	2	0.8	-3
Cc1cc(C)c(NC(=O)COc2nncc3ccccc23)c(C)c1	-1	0	3	-3	6	0	-7	-0.5	6
